# Source: PubChem
# SNCA expr inh – inhibitors of alpha-synuclein (SNCA) gene expression | HEK-293 SNCA-luciferase knock-in, luminescence, 24 h | Potency, µM (highest dose often 57.2 µM), for the others: at the highest dose activity change, negative = inhibition, actives largely listed as inhibitors | 140,000 tested, 0.17% active | AID 1671194;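 also: potency is read from the fitted curve at half-maximal effect; plate controls were DMSO cells for no effect and cell-free wells for full effect; nearly all actives have a fitted effect of over 45% in size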
# 3T3 cytotox – kills NIH 3T3 cells; NIH 3T3 viability, CellTiter-Glo ATP luminescence, 48-72 h; AID 1345082; 94,000 tested, 4.3% active; Potency, µM (top dose mostly 96.7 µM), inactives show at the highest dose activity change, negative = cytotoxicity, hits mostly inhibitors; also: potency is read from the fitted curve at half-maximal effect; nearly all actives have a fitted effect of over 55% in size
#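 Viability of NIH 3T3 cells after 48 or 72 hr compound treatment at 37 °C was assessed by CellTiter-Glo, with luminescence imaged following a 10 min room-temperature step.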
# HEK293 viab – reduces viability of HEK-293 SNCA reporter cells; Potency, µM (top dose mostly 57.1 µM), for the others: top-dose activity change, negative = cytotoxicity, usual class: cytotoxic; 150,000 tested, 0.12% active; AID 1671193; HEK-293-SNCA-luc viability, GF-AFC fluorescence, 24 h;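 also: potency is read from the fitted curve at half-maximal effect; 0% = DMSO-treated cells and -100% = medium-only wells without cells; nearly all actives have a fitted effect of over 30% in size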
#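 Cytotoxicity counterscreen: after 24 h compound treatment of genome-edited SNCA-luciferase HEK-293 cells, live-cell protease substrate GF-AFC read by fluorescence after 30 min; activity scaled between DMSO (0%) and medium-only (-100%), curves Hill-fitted.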
# Luciferase inh – blocks purified firefly luciferase enzyme activity; purified P. pyralis luciferase, luminescence, biochemical; AID 1347043; 76,000 tested, 2.5% active; Potency, µM (highest dose often 115 µM), inactives show at the highest dose activity change, negative = inhibition, hits mostly inhibitors; also: potency is read from the fitted curve at half-maximal effect; nearly all actives have a fitted effect of over 65% in size
# Target sequence (P08659 whole entry, looked up): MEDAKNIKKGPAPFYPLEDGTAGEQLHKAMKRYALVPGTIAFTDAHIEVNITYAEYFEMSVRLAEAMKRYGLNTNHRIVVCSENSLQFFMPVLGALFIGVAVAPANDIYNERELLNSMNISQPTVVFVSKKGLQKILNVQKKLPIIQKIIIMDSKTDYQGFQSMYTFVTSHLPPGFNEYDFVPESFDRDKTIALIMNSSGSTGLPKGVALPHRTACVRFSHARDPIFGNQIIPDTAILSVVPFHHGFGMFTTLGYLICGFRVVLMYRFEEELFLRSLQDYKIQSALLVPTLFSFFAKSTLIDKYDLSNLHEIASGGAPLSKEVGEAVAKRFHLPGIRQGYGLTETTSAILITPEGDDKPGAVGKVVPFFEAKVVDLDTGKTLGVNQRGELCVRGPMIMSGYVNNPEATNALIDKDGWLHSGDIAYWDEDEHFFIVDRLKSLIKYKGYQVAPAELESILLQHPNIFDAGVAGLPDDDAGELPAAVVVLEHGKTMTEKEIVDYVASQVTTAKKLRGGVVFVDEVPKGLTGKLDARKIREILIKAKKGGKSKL
#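 Purified 10nM P. pyralis luciferase with 10uM D-luciferin and 10uM ATP in 50mM Tris acetate pH 7.5, 10mM Mg acetate, 0.01% Tween-20, 0.05% BSA. qHTS titration; luminescence read by CCD imager.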
# IP6K1 inh – IP6K1 kinase inhibition. Q92551. activity change, % (series mostly up to about 58 µM). AID 1645851. 140,000 tested, 0.81% active. IP6K1 kinase, ADP-Glo luminescence, 2 h; stronger effect = lower value; in the data active = activity change below about -25%
#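 ADP-Glo luminescence measures ADP made by human IP6K1 during a 2 h RT reaction with ATP/IP6 (mix at 1.3 mM/130 uM); top library doses 57.5 and 19.1 uM final.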
# HEK cytotox – kills HEK 293 cells. HEK 293 viability, ATP luminescence (CellTiter-Glo), 48-72 h. Potency, µM (doses to about 115 µM), for inactives: top-dose activity change, negative = cytotoxicity, actives largely listed as inhibitors. 94,000 tested, 6.6% active. AID 1345083; also: potency is read from the fitted curve at half-maximal effect; nearly all actives have a fitted effect of over 60% in size
#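 Pintool-delivered compounds were incubated with HEK 293 cells (250 cells/well) at 37 degree Celsius for 48 or 72 hr. ATP-dependent luminescence (CellTiter-Glo) then reported remaining viable cells.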
# GPT2 inhibitor – GPT2 alanine aminotransferase inhibition; Recombinant GPT2, coupled pyruvate oxidase/HRP Amplex Red fluorescence; Potency, µM (highest dose often 57.7 µM), for the others: top-dose activity change, negative = inhibition, hits mostly inhibitors; 100,000 tested, 0.25% active; also: potency is read from the fitted curve at half-maximal effect; nearly all actives have a fitted effect of over 60% in size; many of its hits are not listed in these tables
# Target sequence (Q8TD30 whole entry, looked up): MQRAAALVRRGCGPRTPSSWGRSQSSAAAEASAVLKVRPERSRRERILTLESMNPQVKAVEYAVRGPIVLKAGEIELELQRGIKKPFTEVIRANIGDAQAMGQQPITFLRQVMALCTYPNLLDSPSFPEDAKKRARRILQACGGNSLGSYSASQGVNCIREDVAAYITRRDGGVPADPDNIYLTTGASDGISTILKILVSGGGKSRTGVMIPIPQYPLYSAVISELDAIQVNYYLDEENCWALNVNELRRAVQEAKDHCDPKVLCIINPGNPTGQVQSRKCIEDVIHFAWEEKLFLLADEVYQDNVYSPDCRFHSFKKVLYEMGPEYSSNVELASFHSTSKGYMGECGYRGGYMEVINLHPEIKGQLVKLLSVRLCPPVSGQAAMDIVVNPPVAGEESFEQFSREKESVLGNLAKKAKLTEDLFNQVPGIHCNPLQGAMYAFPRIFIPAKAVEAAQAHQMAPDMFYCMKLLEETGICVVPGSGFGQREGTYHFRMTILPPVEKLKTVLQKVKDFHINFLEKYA
#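 Inhibition is scored from Amplex Red fluorescence generated when pyruvate oxidase and HRP act on pyruvate released by GPT2. Reactions contain 10ng/uL enzyme, 250uM a-KG and 2mM L-alanine and run 30 min at room temperature.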
# Active calls of the source: *; i = inactive; ? = inconclusive; . = no result given; [ ] = another dose, or the depositor's remark. Unless noted, calls follow the shape of the dose curve; as a rule, active = well fitted curve in the direction sought with a large enough effect; inconclusive = small, poorly fitted or top-dose-only effect, or another doubt; inactive = no such curve, though single readings can be large; an effect the other way counts as inactive or inconclusive. Unless noted, % is scaled to controls: 0 for no effect and ±100 for the full control effect.
Molecule,SNCA expr inh,3T3 cytotox,HEK293 viab,Luciferase inh,IP6K1 inh,HEK cytotox,GPT2 inhibitor
C#Cc1cccc(Nc2nc3cc(C(=O)O)ccc3c3cncnc23)c1,.,.,-7.7%,.,-21.9,.,i
CC(C)c1ccc(NC(=O)CN2CCCc3nc(-c4ccncc4)ncc3C2=O)cc1,-16.7%,-25.2%,0.9%,.,-2.9,?,?
Cc1ccc(Cn2ccnc2SCC(=O)NC2CCCC2)cc1,41.2%[activator],.,-0.8%,.,-6.0,.,.
O=C(Nc1ccc(Oc2ccccc2)cc1)O[C@@H]1CO[C@H]2[C@@H]1OC[C@@H]2NCC1CC1,26.6%[87.6 µM],-28.6%[174 µM],1.2%[87.6 µM],-9.5%[172 µM],2.6,?,2.2%[88.5 µM]
O=C(c1ccccc1Cl)N1CCC(C(=O)N2CCC(c3nc4ncccc4[nH]3)CC2)C1 (centres undefined),-4.7%,-24.5%,7.9%,.,0.3,-1.3%,i
CCNC(=O)N1CCc2nc(OCC)ccc2C1,19.0%,-18.6%,5.0%[12.5 µM],-15.8%,-13.7,1.4%,2.9%
O=C1c2c(nc(CNc3ccc(F)cc3)n2Cc2ccccc2)NCCN1CCN1CCCCC1,11.9%,?,5.4%,2.1%,-11.9,?,-2.0%
CCOc1ccc(C(=O)NC2CCCN(c3cc(-c4ccc(OC)cc4)[nH]n3)C2)cc1 (centres undefined),25.1%,-22.4%,-24.6%,?,0.0,?,-8.2%
Cc1ccc(CC(=O)Nc2c(C(=O)N3CCN(c4ccccc4F)CC3)oc3ccccc23)cc1,-25.5%,.,-19.8%,.,-9.3,.,.
O=C(CC(c1cccc([N+](=O)[O-])c1)c1cn(Cc2ccc(F)cc2)c2ccccc12)N1CCCC1 (centres undefined),-28.3%,?,-29.4%,-4.7%,20.7,?,?
COc1ccc2[nH]c3c(c2c1)CCNC31CCN(C(=O)c2ccccc2F)CC1,-4.2%,?,-7.3%[12.5 µM],0.5%,0.0,?,-3.2%
Cc1cc(C)n(CC(=O)N[C@@H]2CN(Cc3ccccc3)C[C@H]2CN(C)C)c(=O)n1,15.2%,i,2.6%,6.5%,-3.0,2.7%,i
Cc1cccc(N(C)C(=O)Cc2c(C(=O)O)[nH]c3ccccc23)c1,-23.7%,.,?,.,-21.0,.,.
O=C(OCc1cc(=O)n2nc(C3CC3)sc2n1)c1ccccc1Cl,326.7%[activator],.,4.3%,.,-11.1,.,.
CC(C)Cn1c(=O)[nH]c2cccnc21,?,-8.9%[174 µM],-0.2%[87.6 µM],-5.0%[230 µM],5.6,i,-4.8%[88.5 µM]
Cc1ccn2c(c1)nc(=O)c1cc(S(=O)(=O)N3CCCCC3)c(Cl)cc12,-3.2%,.,?,.,0.8,.,.
CCc1ccc(NC(=O)Cn2ccn3nc4c(c3c2=O)CCCC4)cc1,20.8%,?,2.4%,0.9%,26.8,?,-4.7%
COc1ccc(C(=O)CC2(O)C(=O)N(Cc3cccc(C(F)(F)F)c3)c3ccccc32)cc1 (centres undefined),?,.,-15.5%,.,-5.5,.,.
COc1ccc(CNC(=O)C2CCN(S(=O)(=O)c3c(C)noc3/C=C/c3ccccc3F)CC2)cc1,-8.7%,.,-11.2%,.,5.0,.,.
COCCN1CCC(N2CCN(S(=O)(=O)c3ccc(F)c(Cl)c3)CC2)C1=O (centres undefined),5.4%,-1.3%,-2.8%,0.1%,-5.4,i,i
COc1ccc(CC(=O)N2CCC(C(=O)N3CCC(c4nc5ccncc5[nH]4)C3)CC2)cc1 (centres undefined),17.3%,-18.7%,12.9%,.,13.8,4.6%,-22.0%
O=C(CC1CCCC1)N1CC[C@@]2(O)CCN(Cc3ccccn3)C[C@H]2C1,-13.9%,-19.1%,0.4%,-0.2%,3.6,-7.4%,-0.3%
CCCOc1ccc(C2c3c(-c4ccccc4O)n[nH]c3C(=O)N2CCc2ccccc2)cc1OCC (centres undefined),?,.,?,.,-0.4,.,.
O=c1[nH]c(N2CCOCC2)nc2c1CCN(Cc1ccc(Cl)c(F)c1)CC2,?,?,0.3%,2.0%,1.7,?,i
O=C1NCc2ccccc2CC12CCN(Cc1ccccn1)CC2,-11.3%,i,2.4%,.,-3.2,i,i
NC(Cc1c[nH]c2ccccc12)C(=O)NC(CCC(=O)O)C(=O)O (centres undefined),.,.,17.9%,.,-8.6,.,i
Cc1cccc2c1O[C@H]1[C@H](CO)CN([S+](=O)([O-])c3ccccc3)[C@@H]21,.,?,.,.,5.0,?,.
O=C1NCc2ccccc2CC12CCCCN2CC1=CCCCC1 (centres undefined),-6.4%,-10.5%,-1.8%,.,-3.4,-28.1%,i
Cc1ccc(Cl)cc1N1CCN(C(=O)c2ccc(C)c(-n3c(C)nc4cccnc43)c2)CC1,?,.,?,.,-5.5,.,.
CCOc1ccc(NC(=O)Cn2c(=O)n(Cc3nc(-c4ccccc4)no3)c(=O)c3ccccc32)cc1,-5.9%,.,3.1%,.,17.6,.,.
Cc1ccc(C)c(N2CCN(C(=O)c3cccn3-c3nnc(N4CCCCC4)s3)CC2)c1,?,.,-22.6%,.,-2.8,.,.
O=C(c1ccc(Cl)nc1)N1CCN(c2nccc(Nc3ccccc3Cl)n2)CC1,-12.7%,?,?,.,7.1,?,-25.0%
COCC(=O)N1C[C@@H]2CCCN3CCC[C@@H]([C@H]23)[C@H]1CCCC(=O)NCC1CC1,-7.1%,-6.0%,-0.4%,-6.8%,-10.0,-4.4%,0.2%
COc1cccc(CNC(=O)c2ccc3c(c2)c(C)c(C)n3Cc2ccccc2)c1OC,280.6%[activator],.,?,.,6.9,.,.
O=C(C1CCN([S+](=O)([O-])c2ccccc2)C1)N1CCC(c2nc3ncccc3[nH]2)CC1 (centres undefined),35.2%[activator],-15.9%,10.5%,.,23.2,-12.3%,i
COc1nc2c(cc1CNC(=O)[C@@H](N)CO)C(=O)N(CCc1ccccn1)C2,4.3%,2.9%,4.2%,0.1%,-8.2,4.8%,-20.3%
CC(=O)NCc1nnc2n1C(C(=O)NCC(F)(F)F)CC2 (centres undefined),-19.1%[87.6 µM],-11.9%[138 µM],1.3%[12.5 µM],.,14.5,-29.8%[172 µM],i
COc1cccc(-c2nc(SCC(=O)NCC3CCCO3)c(-c3ccc(F)cc3)[nH]2)c1 (centres undefined),-20.8%,.,?,.,21.1,.,.
CC(C)(C)c1ccc(NC(=O)O[C@@H]2CO[C@H]3[C@@H]2OC[C@@H]3Nc2nccc(C(C)(C)C)n2)cc1,-28.4%,-0.8%,5.1%,-4.0%,9.8,?,-4.8%
O=C(c1ccc(Cl)cc1Cl)N1CCC(c2nnc3n2C(C(=O)N2CCOCC2)CC3)CC1 (centres undefined),-14.5%,-10.3%,-6.8%,.,-2.1,-18.3%,i
Cc1noc(C2CC3(CCN(C(=O)CCc4c(C)nn(C)c4C)CC3)CN2C)n1 (centres undefined),-12.5%,-0.6%,-20.3%,-3.7%,-7.9,-5.4%,-8.8%
Cc1ccc(Cn2c(C3CCN(C(=O)c4ccsc4)CC3)n[nH]c2=O)cc1,2.6%,?,2.2%,14.0%,14.0,-0.6%,i
COCCCNC(=O)c1ccc2nc(-c3ccncc3)oc2c1,-5.0%[87.6 µM],-6.5%[138 µM],3.9%[87.6 µM],.,20.1,-0.7%[172 µM],-5.0%[88.5 µM]
Cn1cnnc1CCNC(=O)[C@H]1CNC[C@@H](C(=O)N2CCOCC2)C1,-3.2%,-16.4%,5.8%,-1.2%,2.5,-4.1%,-10.5%[11.5 µM]
CN1CCC(Oc2ncccc2C(=O)N(C)C)C1 (centres undefined),36.4%[activator],-6.3%,0.8%,-10.7%,8.5,-6.5%,i
COc1ccc(CNC(=O)CCC2N=C3c4ccccc4N=C(SCC(=O)NCCc4ccc(OC)c(OC)c4)N3C2=O)cc1 (centres undefined),-13.3%,.,?,.,-8.4,.,.
O=C(NC1CCCc2c1[nH]c1ccc(F)cc21)c1ccc2c(c1)OCO2 (centres undefined),?,-27.1%,-22.1%,-8.9%,11.6,-50.1%,-9.6%
Cc1ccc([S+](=O)([O-])NC2CCCN(c3nc4ncccc4o3)C2)cc1 (centres undefined),30.6%[activator],?,-21.0%,-5.6%,15.8,-26.9%,i
Cn1c([C@H]2CCN(C(=O)c3cnccn3)C2)nc2ccccc21,-4.1%[87.6 µM],i,1.5%[87.6 µM],-5.8%[172 µM],18.2,i,-4.7%[88.5 µM]
COC(=O)c1ccc(Cl)cc1NC(=O)NCc1c(-n2cccc2)sc2c1CCCC2,18.4%,.,11.0%,.,5.6,.,.
CCCCCCCCCCCCCCCCO,-36.8%[25.6 µM],.,3.9%[23.9 µM],.,-6.0,.,4.0%
COC(=O)c1ccc(NC(=O)N2CCCC(CN3CCOCC3)CC2)cc1 (centres undefined),-1.7%,-4.1%,6.1%,11.0%,-3.4,0.7%,i
Cc1ccccc1NC(=O)CSc1nc2ccccc2c2nc(CCn3cncc3C)nn12,44.6%[activator],.,-14.8%,.,10.5,.,.
COc1cc(NC(=O)Cn2c(C)cc3nc4n(c(=O)c32)CCCCC4)cc(OC)c1OC,6.8%,?,-8.8%,-4.2%,-1.5,4.7%,-7.4%
CCOc1cc(-c2nnc(SCC(=O)Nc3ccc(F)c(F)c3)nc2-c2ccc(OC)c(OCC)c2)ccc1OC,?,.,-1.3%,.,9.4,.,.
COc1cccc(OCc2nc(C(=O)NCc3cn(C)nc3C)co2)c1,-0.8%,?,0.0%,-19.7%,0.1,-22.9%,i
Cc1ccc(CN2CCC(CNc3cc(C4CC(O)C4)ncn3)CC2)o1 (centres undefined),14.0%,?,-1.7%,-9.0%,-5.0,-4.5%,1.4%
Cc1ccc(O)c(-c2ccnc3cc(-c4ccc(Cl)cc4)nn23)c1,20.0%,.,-21.9%,.,0.2,.,.
CCOc1ccc(NC(=O)CCCc2nnc3n(C)c(=O)c4sccc4n23)cc1,-5.7%,.,14.4%,.,17.0,.,.
O=C(NCCn1nc(-c2ccccc2)ccc1=O)C1NCCc2[nH]cnc21 (centres undefined),4.0%,3.7%,2.1%,-6.2%,1.6,-11.6%,-10.1%
Cc1cc(C)n(CC(=O)N2CC(F)(F)C[C@H]2c2nc(C3CC3)no2)n1,9.8%,-5.3%,-1.0%,-10.6%,-0.2,-8.2%,i

# Some of the compounds tested; count on the stated rates, not on these rows.
